# TIM10 inh: inhibits growth of TIM10 yeast strain; S. cerevisiae TIM10 strain growth, BacTiter-Glo luminescence, 24 h; inhibition, % at 10 µM; 1.4% of 330,000 active;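 active = inhibition of 40% or more at the single tested concentration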;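 also: wild-type TIM10 isogenic control strain grown at permissive 25 °C; 0% = DMSO yeast wells and 100% = minimal medium wells without yeast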
# NALP3 yeast inh: blocks the NALP3 inflammasome reconstituted in yeast; Yeast reconstituted NLRP3/ASC/caspase-1, beta-gal luminescence, 24 h; inhibition, % at 10 µM; 0.39% of 330,000 active;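 active = inhibition of 50% or more; inactive = inhibition below 50%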;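 also: plate controls were induced DMSO wells for no effect and uninduced yeast grown without galactose for full effect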
# beta cell repl: induces beta-cell replication in MIN6 cells. MIN6 cells proliferation, ATPlite luminescence, 48 h; cells starved in 0.2% serum; 100% = growth in 10% serum. proliferation, % at 10 µM. 0.29% of 330,000 active;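 active = compounds whose signal lies at least 3.5 SD above the mean of all wells on their plate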;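 also: 0% = DMSO-treated cells in low-serum medium and 100% = 10% serum control; some compounds called inactive have numbers as strong as hits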
# hIAP inh: human IAP inhibition | P09923 | purified IAP, CDP-Star luminescence, 30 min | inhibition, % at 10 µM | 0.12% of 330,000 active;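 active = inhibition reaching a set limit with compound at 10 µM in the primary screen, cut at about 35% in these data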;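 also: plate controls were DMSO wells with enzyme for no effect and no-enzyme buffer wells for full effect; values of inactives mirror those of a sister screen read the other way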
# Target sequence (P09923 whole entry, looked up): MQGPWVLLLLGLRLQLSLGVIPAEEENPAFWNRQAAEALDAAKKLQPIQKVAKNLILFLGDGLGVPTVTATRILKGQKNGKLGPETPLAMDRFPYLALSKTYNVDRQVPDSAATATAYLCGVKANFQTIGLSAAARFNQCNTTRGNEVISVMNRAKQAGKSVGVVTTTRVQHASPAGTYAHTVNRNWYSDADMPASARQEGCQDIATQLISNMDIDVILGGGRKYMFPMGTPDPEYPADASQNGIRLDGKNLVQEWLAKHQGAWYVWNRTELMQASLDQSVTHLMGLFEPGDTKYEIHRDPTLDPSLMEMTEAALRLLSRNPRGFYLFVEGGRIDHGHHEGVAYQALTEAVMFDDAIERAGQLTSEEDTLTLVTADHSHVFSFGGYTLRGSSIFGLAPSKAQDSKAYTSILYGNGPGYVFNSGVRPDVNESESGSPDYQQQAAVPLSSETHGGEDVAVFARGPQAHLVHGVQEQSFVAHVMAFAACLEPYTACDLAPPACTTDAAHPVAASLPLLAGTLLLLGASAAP
# tim10-1 inh: inhibits growth of tim10-1 mutant yeast. inhibition, % at 20 µM. S. cerevisiae tim10-1 ts strain growth, BacTiter-Glo, 24 h. 2.2% of 330,000 active;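 active = inhibition of at least 40%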;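 also: mutant grown at 25 °C; 0% = DMSO wells with yeast and 100% = wells holding no yeast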
# mIAP block: mouse IAP inhibition; purified mouse IAP, CDP-Star luminescence, 30 min; inhibition, % at 10 µM; 0.2% of 330,000 active;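 active = inhibition of at least 40% at 10 µM in the primary screen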;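 also: plate controls were DMSO with enzyme for no effect and no enzyme wells for full effect; values of inactives mirror those of a sister screen read the other way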
# mIAP act: mouse IAP activation | muIAP, CDP-Star luminescence, 30 min; stronger effect = higher value; 1 = vehicle-only enzyme signal, 0 = enzyme-free wells | activation factor at 10 µM | 0.24% of 330,000 active | AID 2805;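 active = activation factor of at least 2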; also: the source names both 10 and 20 µM as test concentration; values of inactives mirror those of a sister screen read the other way
#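 System: Mouse IAP enzyme | Also added: CDP-Star substrate | Dosing: Compounds dispensed in DMSO | Schedule: 30 min enzyme-substrate-compound incubation at room temperature | Technique: Chemiluminescence readout | Control set: DMSO-only wells and no-enzyme negative control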
# A3G deaminase: blocks human APOBEC3G single-stranded DNA deamination; 0.28% of 330,000 active; recombinant A3G, ssDNA deamination FAM/TAMRA fluorescence; inhibition, % at 20 µM; Q9HC16;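 active = inhibition of at least 40% at 20 µM, with no more than 30% in the related APOBEC3A deaminase screen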;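 also: plate controls were DMSO wells with A3G for no effect and wells lacking A3G enzyme for full effect; some compounds called inactive have numbers as strong as hits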
# Target sequence (Q9HC16 whole entry, looked up): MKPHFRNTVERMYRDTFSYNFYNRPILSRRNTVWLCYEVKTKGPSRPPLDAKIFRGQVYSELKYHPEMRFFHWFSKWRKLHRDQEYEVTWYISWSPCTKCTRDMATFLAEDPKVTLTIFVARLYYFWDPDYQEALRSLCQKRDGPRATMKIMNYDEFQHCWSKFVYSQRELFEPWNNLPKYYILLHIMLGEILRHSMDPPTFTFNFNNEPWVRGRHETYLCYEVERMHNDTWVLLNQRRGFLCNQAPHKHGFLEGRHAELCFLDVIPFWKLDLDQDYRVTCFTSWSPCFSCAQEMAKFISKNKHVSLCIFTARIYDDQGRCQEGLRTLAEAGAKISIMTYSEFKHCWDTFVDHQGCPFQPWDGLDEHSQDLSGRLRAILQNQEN
# APOBEC3A inh: blocks human APOBEC3A ssDNA deamination; inhibition, % at 20 µM; P31941; 0.41% of 330,000 active; recombinant A3A, FAM/TAMRA ssDNA deamination fluorescence;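 active = at least 40% inhibition at 20 µM here, with at most 30% in a related deaminase screen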;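 also: plate controls were A3A with DMSO for no effect and wells lacking A3A enzyme for full effect; some results filed as inactive read as strong as hits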
# Target sequence (P31941 whole entry, looked up): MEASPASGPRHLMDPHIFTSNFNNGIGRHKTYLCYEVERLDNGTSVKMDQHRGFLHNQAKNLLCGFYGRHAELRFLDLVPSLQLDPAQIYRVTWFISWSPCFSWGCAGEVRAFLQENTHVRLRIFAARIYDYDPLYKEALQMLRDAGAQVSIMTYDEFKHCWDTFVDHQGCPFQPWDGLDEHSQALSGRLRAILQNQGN
# * marks the source's active call; other numbers are inactive results.
SMILES,TIM10 inh,NALP3 yeast inh,beta cell repl,hIAP inh,tim10-1 inh,mIAP block,mIAP act,A3G deaminase,APOBEC3A inh
O=C(c1ccccc1Br)N1N=C(c2ccccc2)CC1c1ccccc1F (stereo not given),29,16,-6,-3,50*,2,0.98,-8,-6
CC1CCCN(C(=O)CSc2nnc(-c3c[nH]c4ccccc34)o2)C1 (stereo not given),17,-6,-1,-54,19,4,0.96,-4,-4
COc1ccc(/C=C2/N=C(SC)NC2=O)cc1OC,17,11,-4,2,13,-2,1,-8,-1
Cc1ccc(NC(=O)COc2cccnc2[N+](=O)[O-])cc1S(=O)(=O)N1CCOCC1,-1,13,-2,3,-1,3,0.97,-9,0
COC(=O)C1=C(C)N(Cc2ccccc2)C(=S)N[C@H]1c1cccc(F)c1,19,23,-6,17,37,-1,1,-4,-5
COc1ccc(-c2cc(NC(=O)c3cncn3-c3ccccc3)ccc2OC)cc1,-11,10,1,-6,3,-4,1,-6,-1
C=CCn1c(NCc2ccc3c(c2)OCO3)nc2ccccc21,-9,27,1,11,9,-8,1.1,0,5
CN(C)c1ccc(/C=N/N2CCN(Cc3ccccc3Cl)CC2)cc1,10,13,-3,16,15,-4,1,-4,-4
Cc1nn2c(N3CCOCC3)cc(C(C)C)nc2c1-c1ccccc1,-1,11,-2,9,-29,2,0.98,-5,2
CCOc1ccc(N2C(=O)CC(SC(=NC)Nc3cccc(OC)c3)C2=O)cc1 (stereo not given),24,15,-4,-8,-3,-10,1.1,1,2
O=C(COC(=O)c1ccc(Cl)nc1)NC1CCCCCC1,10,1,2,18,16,-4,1,-5,-1
COc1cc(-c2nc3ccc(C)cn3c2NCc2ccccc2)ccc1SC1CCCCC1,28,15,-8,7,29,-5,1,-6,-6
Nc1nnc(SCC(=O)Nc2ccccc2)s1,22,-10,-1,-2,-6,2,0.98,-1,-3
COc1ccc(S(=O)(=O)N2CCOCC2)cc1NC(=O)COc1cccnc1[N+](=O)[O-],7,23,-1,-5,-15,7,0.93,-6,1
CC1CCCN(CC(=O)NNC(=O)COc2ccc(Br)cc2)C1 (stereo not given),-11,18,8,-73,-26,1,0.99,-6,-1
CCOC(=O)c1c(N)sc2c1C1CCN2CC1,2,19,1,18,-10,-7,1.1,-5,-3
C[C@@H](NC(=O)c1[nH]cnc1C(=O)Nc1cccc(Cl)c1)c1ccccc1,20,18,-6,-50,29,-2,1,-9,-4
CCN(C[C@H]1N[C@@](Cc2ccccc2)(C(=O)OC)[C@H]2C(=O)N(C)C(=O)[C@@H]12)S(=O)(=O)c1ccc(C(F)(F)F)cc1,-8,8,2,2,3,0,0.99,-4,-3
CC1CC(=O)N(Cc2ccccc2)c2ccccc2N1C=O (stereo not given),6,-1,-1,-17,6,1,0.99,-9,-6
CCc1ccc(-c2cn3nc(-c4ccccc4)cnc3n2)cc1,-11,15,-3,-15,-5,-2,1,0,-5
Cc1cc(C)c(OCC(=O)OCC(=O)N2CCN(C(=O)c3ccco3)CC2)c(C)c1,-8,21,-4,0,1,-6,1.1,-9,-2
O=C(N/N=C/c1cccc(Oc2ccc([N+](=O)[O-])cc2[N+](=O)[O-])c1)c1cncc(Br)c1,-5,11,-4,7,-11,8,0.92,1,3
CCOC(=O)N1CCN(Cc2nc3c(c(=O)n(C)c(=O)n3C)n2Cc2cccc3ccccc23)CC1,25,2,-4,9,6,11,0.89,-6,-4
COc1ccc(-c2nc(CS(=O)CC(=O)NC3CCCCC3)c(C)o2)cc1OC (stereo not given),9,10,-2,6,2,1,0.99,10,-2
CCOc1ccccc1OCc1nn2c(COc3ccccc3)nnc2s1,-19,20,-2,9,33,12,0.88,31,5

# The list goes on:
SMILES,TIM10 inh,NALP3 yeast inh,beta cell repl,hIAP inh,tim10-1 inh,mIAP block,mIAP act,A3G deaminase,APOBEC3A inh
Cc1cc2nccc(-c3ccc(Cl)cc3Cl)n2n1,7,7,4,-6,9,5,0.95,-7,-2
CCOC(=O)c1ccc(N2C(=O)c3n[nH]c(-c4ccco4)c3C2c2cccc([N+](=O)[O-])c2)cc1 (stereo not given),15,2,-6,-27,15,13,0.87,-12,-3
CCCCCC(=O)Nc1c(-c2cccs2)c(=O)c2ccccc2n1C,0,-9,0,-9,28,-11,1.1,-5,-5
S=C(Nc1cc(Cl)ccc1Cl)Nn1cnnc1,13,8,-3,4,7,0,0.99,-3,3
COc1ccc(C(=O)Oc2cccnc2)cc1OC,3,2,2,16,-2,8,0.92,-3,1
O=C(Nc1ccccc1-c1nc2ccccc2[nH]1)c1sc2ccccc2c1Cl,0,7,-3,7,6,6,0.94,-1,3
CC(O)C(=O)N/N=C/c1cccc(Cl)c1Cl (stereo not given),-9,9,-2,-40,0,-6,1.1,-2,-2
COc1ccc(N(CC(=O)NCCC(C)C)C(=O)c2snc(C(=O)NC3CCCCC3)c2N)c(OC)c1,-8,12,-3,-2,3,3,0.97,-1,-1
Cc1cc(-c2[nH]nc3c2C(c2ccsc2)C(C#N)=C(N)O3)c(C)s1 (stereo not given),32,21,-4,-6,47*,11,0.89,1,3
O=C(NNC1=NCCC1)C1CC1,1,13,-3,18,5,4,0.96,-5,0
Cc1ccc(S(=O)(=O)/C(C#N)=C/c2c(N3CCC(C(N)=O)CC3)nc3ccccn3c2=O)cc1,2,4,3,-2,-2,4,0.96,-6,-6
CN(C)C(=O)c1ccc(NC(=O)c2cccc(S(=O)(=O)N3CCCc4ccccc43)c2)cc1,11,5,-2,6,13,10,0.9,-7,-2
Cc1nc2c3cc(Cl)ccc3n(CCN3CCOCC3)c2s1,16,-36,2,5,13,-1,1,-5,-1
Nc1cc(C(=O)O)c(N)c2c1C(=O)c1ccccc1C2=O,24,24,0,16,25,14,0.86,6,16
CC1(C)CC(=O)C(C(=O)Cc2ccccc2[N+](=O)[O-])C(=O)C1,13,4,0,-2,9,8,0.92,-6,1
O=C(N/N=C/c1ccccn1)c1ccccc1,3,15,-2,-29,-4,3,0.97,-5,0
O=C(Nc1cc(Cl)cc(Cl)c1)c1cnn2cccnc12,3,20,2,-1,15,6,0.94,-5,-3
COc1ccc(CC(=O)NC2CCN(Cc3nnnn3C(C)(C)C)CC2)cc1OC,8,7,-3,-6,7,-2,1,-3,-3
Cc1cn2c(N)c(/C=C3\C=Nc4ccccc43)c(=O)nc2s1,6,25,2,18,4,15,0.85,-8,-1
COC(=O)c1ccc[n+](CC(=O)c2ccc(Br)cc2)c1,-3,3,-2,3,-9,6,0.94,-3,5
COc1ccc(C(=O)NCCc2c[nH]c3ccccc23)cc1S(=O)(=O)N1CCOCC1,-1,-9,-3,1,-14,5,0.95,-8,-4
CCOc1ccc(NC(=O)CSc2nnc(C34CC5CC(CC(C5)C3)C4)n2C)cc1,19,5,0,17,22,16,0.84,0,2
NC(=O)c1ccccc1OCC(=O)Nc1ccc2c(c1)OCCO2,-5,0,-1,-10,-3,10,0.9,-3,2
O=C(NCc1cccnc1)c1cc(Sc2ccc(F)cc2F)nc2ccccc12,21,19,-2,7,17,3,0.97,-4,3
C=CCC1(O)CC(c2ccco2)NC(c2ccco2)C1CCC (stereo not given),2,10,0,-7,18,25,0.75,-2,1

# Whole records, quoted from the list. Order of screens: TIM10 inh, NALP3 yeast inh, beta cell repl, hIAP inh, tim10-1 inh, mIAP block, mIAP act, A3G deaminase, APOBEC3A inh
# COc1ccc(-c2nc(CS(=O)CC(=O)NC3CCCCC3)c(C)o2)cc1OC (stereo not given) in the list: 9, 10, -2, 6, 2, 1, 0.99, 10, -2
# S=C(Nc1cc(Cl)ccc1Cl)Nn1cnnc1 in the list: 13, 8, -3, 4, 7, 0, 0.99, -3, 3
# Cc1nn2c(N3CCOCC3)cc(C(C)C)nc2c1-c1ccccc1 in the list: -1, 11, -2, 9, -29, 2, 0.98, -5, 2
# Cc1cn2c(N)c(/C=C3\C=Nc4ccccc43)c(=O)nc2s1 in the list: 6, 25, 2, 18, 4, 15, 0.85, -8, -1

# (continued)
SMILES,TIM10 inh,NALP3 yeast inh,beta cell repl,hIAP inh,tim10-1 inh,mIAP block,mIAP act,A3G deaminase,APOBEC3A inh
COc1ccc(C(=O)NCC(=O)OCC(=O)Nc2ncc(Cl)cc2Cl)cc1[N+](=O)[O-],-1,10,-1,-2,-4,10,0.9,-3,4
CC1CCc2c(sc3ncn(Cc4ccc(C(=O)O)cc4)c(=O)c23)C1 (stereo not given),1,-2,0,0,16,1,0.99,-3,0
COc1ccc(C(=O)CCC(=O)NCCc2ccccc2F)cc1,24,38,-1,-9,25,9,0.91,-9,-2
COc1ccc(OC)c2sc(NC(=O)C3COc4ccccc4O3)nc12 (stereo not given),43*,11,-4,-14,47*,-6,1.1,-6,-6
Cc1ccc(C(=O)N=c2sccn2C)o1,13,14,-2,2,0,-4,1,-8,0
CCOc1ccccc1NC(=O)Nc1c(C)n(-c2ccccc2)c(=O)n1C,8,13,-2,9,5,5,0.95,-1,4
COc1ccc(C(c2nnnn2Cc2ccc(F)cc2)N2CCN(c3ccccc3)CC2)cc1 (stereo not given),-1,25,-3,6,22,-1,1,-7,-6
NC(=O)CC(NC(=O)Cc1cccc2ccccc12)c1ccc(NCCc2ccccc2F)c([N+](=O)[O-])c1 (stereo not given),5,13,-7,26,5,16,0.84,-7,-4
CCCC(=O)NC(C)c1nc2ccccc2n1CC (stereo not given),-2,13,-5,5,-5,8,0.92,-1,-3
CCC(C)(C)NC(=O)C(c1ccccn1)N(C(=O)c1csnn1)C1CCCCC1 (stereo not given),11,8,-3,4,19,-10,1.1,-8,-1
CC(C)c1ccc(-c2nn(-c3ccccc3)cc2C2C(C#N)=C(N)OC3=C2C(=O)CC(C)(C)C3)cc1 (stereo not given),3,-1,-6,0,32,0,1,-6,-4
Cc1ccnc(NC(=O)CSc2cc(=O)n(C)c3ccccc23)c1,5,9,-3,-1,24,-2,1,-3,-1
CCOc1cc2c3c(c1)C1(OCCO1)C(=O)N3C(C)(C)CC2C (stereo not given),-10,21,-2,-7,14,-12,1.1,-7,-6
CCOC(=O)c1ccc(N2CC(O)=C(c3nc4ccccc4c(=O)[nH]3)C2=N)cc1,17,7,2,-49,-37,5,0.95,-1,-2
COc1ccc(N2CC(C(=O)OCC(=O)c3cccc(OC)c3)CC2=O)cc1 (stereo not given),10,-10,-1,8,23,2,0.98,-2,2
COc1ccc(-c2nn(-c3ccccc3C)cc2CNCCc2cnc[nH]2)cc1F,10,-12,-5,-50,9,-3,1,-9,-3
Nc1nnc(SCc2nc3scc(-c4ccccc4)c3c(=O)[nH]2)s1,-4,-12,-4,-16,6,-8,1.1,-5,-12
Cc1ccc(NC(=O)Cn2ncc3c([nH]c4ccccc43)c2=O)cc1Cl,-16,8,-1,13,-6,-2,1,-1,-1
CCn1cc(CN2CCc3c([nH]c4ccccc34)C2c2cccc(OC)c2OC)c(C)n1 (stereo not given),3,4,1,11,6,2,0.98,-10,-3
CCn1nc(NS(=O)(=O)c2ccc([N+](=O)[O-])cc2)c2cc3ccc(C)cc3nc21,4,20,-5,-28,26,11,0.89,-1,-1
Cc1csc(SCC(=O)NCc2ccccc2)n1,2,19,-3,-8,-10,-5,1,-1,-3
Cc1ccc(S(=O)(=O)N(C)Cc2ccc(C(=O)N/N=C/c3ccc(OC(F)F)cc3OC(F)F)cc2)cc1,-1,8,1,10,-7,20,0.8,-8,0
O=c1c2ccccc2nc2n1C(CSCc1ccc(Cl)cc1Cl)CS2 (stereo not given),7,2,-4,1,11,11,0.89,1,2
CC(Sc1ccc2nnc(-c3ccc(F)cc3)n2n1)C(=O)O (stereo not given),-3,2,-5,0,-17,0,1,42*,0
CC(C)c1cc(C(=O)N2CCN(C(c3ccccc3)c3ccccc3)CC2)no1,30,8,-6,2,14,6,0.94,-11,-4
O=C(Nc1ccc(Br)cc1)c1cccc(S(=O)(=O)Nc2cnc3ccccc3c2)c1,19,-3,-6,6,9,6,0.94,-3,6
